Screens as filed in PubChem.
GlmU inhibition – inhibition of mycobacterial GlmU enzyme – biochemical, glucosamine-1-phosphate acetyltransferase (AID 1376); Bifunctional protein GlmU (Mycobacterium tuberculosis (strain ATCC 25618 / H37Rv)); M. tuberculosis GlmU acetyltransferase enzyme assay; higher % means a stronger effect; one-dose inhibition, %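 (tested at 30 µM in the primary screen)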; IC50 in µM for titrated hits; 0.25% of 220,000 active; in the data active means inhibition above about 13%;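 further: 0% = complete reaction with vehicle and 100% = reaction without substrate; strong numbers were not always called active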
RmlCD inh 1536 – M. tuberculosis RmlC/RmlD coupled enzyme inhibitors, primary screen, biochemical, compound mixtures, 384-well, from 1536-well plates; RmlC+RmlD coupled enzyme assay, percent inhibition; primary screen in compound mixtures; inhibition, % at 3.6 µM; 0.03% of 160,000 active; in the data active means inhibition mostly above about 34%, no sharp cut-off; further: some results filed as inactive read as strong as hits
Target sequence (P9WH09 whole entry, looked up): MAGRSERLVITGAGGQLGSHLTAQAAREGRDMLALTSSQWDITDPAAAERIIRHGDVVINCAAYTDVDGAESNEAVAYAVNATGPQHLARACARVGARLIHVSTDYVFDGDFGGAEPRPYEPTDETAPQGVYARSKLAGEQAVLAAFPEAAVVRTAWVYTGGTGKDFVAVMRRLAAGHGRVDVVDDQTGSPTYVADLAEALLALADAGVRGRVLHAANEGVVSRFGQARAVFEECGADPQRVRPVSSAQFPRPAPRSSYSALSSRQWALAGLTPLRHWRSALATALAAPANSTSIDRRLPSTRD
Target sequence (P9WH11 whole entry, looked up): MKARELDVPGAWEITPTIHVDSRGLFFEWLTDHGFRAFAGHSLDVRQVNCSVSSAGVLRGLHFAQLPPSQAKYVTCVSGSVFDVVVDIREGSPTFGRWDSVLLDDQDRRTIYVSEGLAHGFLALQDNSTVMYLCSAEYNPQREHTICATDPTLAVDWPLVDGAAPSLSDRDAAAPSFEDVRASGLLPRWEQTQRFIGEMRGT
An asterisk follows results filed as active; x = not tested or not shown. The list is partial (hit frequency here may not be typical).

Second line of a record – GlmU inhibition | RmlCD inh 1536
> COc1ccc(N(CC(=O)NCc2cccs2)S(=O)(=O)c2cccnc2)cc1
→ 0.6% | -2
> CCS(=O)(=O)N1CCN(c2ccc([N+](=O)[O-])c(NCc3cccnc3)c2)CC1
→ -0.1% | x
> CCCCOC(=O)Cn1c(=O)c2c(nc3n2CCCCN3c2ccc(C)cc2)n(C)c1=O
→ -6.6% | x
> CS(=O)(=O)N(CCc1ccccc1)CC(N)=O
→ 0.4% | x
> COc1ccccc1C1NC(=O)NC(C)=C1C(=O)OC1CCCCC1 (stereo not given)
→ 5.6% | 6
> Cc1ccc(S(=O)(=O)N(C)C)cc1NC(=O)C1CCCCC1
→ 2.4% | x
> CC(C)CNC(=O)c1ccccc1SCC(=O)NC12CC3CC(CC(C3)C1)C2
→ -5.9% | -6
> COc1cccc(NCCC(=O)c2cccc([N+](=O)[O-])c2)c1
→ -4.3% | 6
> Cc1ccc(N(CCC#N)C(=O)CN2C(=O)NC(Cc3ccccc3)C2=O)cc1 (stereo not given)
→ 7.9% | 4
> Cc1cccc(NCC(=O)N/N=C\c2ccccn2)c1
→ 4.1% | -13
> CCOC(=O)c1c(CN2CCCCC2C)oc2ccc(OC)cc12 (stereo not given)
→ 0.7% | 2
> Cc1ccnc(N2C(=O)OC(C)(C)C2(C)O)c1 (stereo not given)
→ 3.2% | 15
> CC#CCN1c2ccccc2[C@]23C[C@@H](C(=O)OC)N(C(=O)c4ccc(Br)cc4)C2=NC(C(=O)OC)=C(C(=O)OC)[C@H]13
→ -7.5% | x
> Cc1ccc(C(=O)N/N=C\c2ccc(OC(=O)c3cccs3)cc2)cn1
→ -4.4% | x
> COC(=O)c1cc(NC(=O)Cc2ccc(OC)c(OC)c2)cc(C(=O)OC)c1
→ 3.6% | x

Continued, overlapping the part above by 3 compounds.
Second line of a record – GlmU inhibition | RmlCD inh 1536
> CC#CCN1c2ccccc2[C@]23C[C@@H](C(=O)OC)N(C(=O)c4ccc(Br)cc4)C2=NC(C(=O)OC)=C(C(=O)OC)[C@H]13
→ -7.5% | x
> Cc1ccc(C(=O)N/N=C\c2ccc(OC(=O)c3cccs3)cc2)cn1
→ -4.4% | x
> COC(=O)c1cc(NC(=O)Cc2ccc(OC)c(OC)c2)cc(C(=O)OC)c1
→ 3.6% | x
> C/C(CC(=O)Nc1ccc(C)cc1C)=N\NC(=O)C(C)C
→ -8.4% | -3
> COc1ccc(OC)c(NC(=O)c2ccc(S(=O)(=O)N3CCN(C)CC3)cc2)c1
→ -1.1% | -4
> CSc1nnc(C)c(=O)n1COC(=O)COc1ccccc1
→ -2.9% | 4
> Cc1ccc(C(=O)CCC(=O)Nc2ccc(Cl)c(S(=O)(=O)Nc3cccc(Cl)c3)c2)cc1
→ -3.6% | x
> CCN1C(=O)/C(=C\C(=O)c2cccs2)c2cc(Br)ccc21
→ -0.5% | 4
> Cc1ccc(S(=O)(=O)NC(CC(=O)NCC2CCCO2)c2ccccc2)cc1 (stereo not given)
→ -1.4% | 6
> O=C(O)CC(NC(=O)Nc1ccccc1)c1ccc(OC2CCCC2)cc1 (stereo not given)
→ -1.8% | 10
> COc1ccccc1NC(=O)C[n+]1ccccc1
→ -1.4% | 9
> CCOc1cc(N2CCOCC2)c(OCC)cc1NC(=O)Cc1cccc2ccccc12
→ 1.1% | x
> O=C(COC(=O)c1ccc(S(=O)(=O)NCc2ccco2)cc1)NC1CCCCC1
→ 2.5% | x
> COc1cc(S(=O)(=O)N2CCCCC2)ccc1NC(=O)c1ccccc1Cl
→ 2.4% | x
> Cc1ccc(C2(O)CN(c3ccccc3C)C3=[N+]2CCS3)cc1 (stereo not given)
→ 0.5% | 7
> CC(=C/c1ccccc1)/C=C1/SC(N2CCOCC2)=NC1=O
→ x | 8
> COc1ccccc1OCC(=O)Nc1ccccc1C(=O)NCc1ccco1
→ -1.2% | x
> COc1ccc(C(=O)CSc2nncn2C)cc1
→ 7.3% | x
> Cc1ccc(C2C3=C(CCCC3=O)Nc3[nH]c(=S)[nH]c(=O)c32)cc1 (stereo not given)
→ -3.9% | 12
> O=C(c1ccccc1NS(=O)(=O)c1cccc(C(F)(F)F)c1)N1CCc2ccccc21
→ -1.8% | -8
> O=C(O)c1cc2ccccc2cc1Nc1ccccc1
→ 4.3% | -10
> CN(C)C(=O)CCCCCCCCC(=O)N(C)C
→ 11% | -6
> CCOC(=O)COc1ccc2c(c1)c(C(=O)OCC)c(C)n2CC
→ 0.5% | -5
> CC(C)(C)OC(=O)N1CCC2(CC1)C(C#N)=C(N)OC1=C2C(=O)CCC1
→ 3.0% | -11
> CCNC(=O)C(=O)NCCc1ccc(Cl)cc1
→ 4.2% | x
> Cc1ccc(CS(=O)(=O)CCC(=O)NC2CC2)cc1
→ 1.5% | x
> CC(=O)N(C(C)=O)c1nc(-c2ccccc2)cn1/N=C/c1cccc([N+](=O)[O-])c1
→ 1.4% | -7
> COc1ccc(S(=O)(=O)N2CCC(O)(c3ccc(Cl)cc3)CC2)cc1
→ -3.1% | -11
> CCCCOc1ccc(NC(=O)Nc2nnc(C)s2)cc1
→ 3.7% | -7
> C/C(=N\O)c1ccc(N2C(=O)C3CC=C(Cl)CC3C2=O)cc1 (stereo not given)
→ 8.7% | x
> CCCCn1c(-c2ccc(Cl)cc2)nc2c(=O)n(C)c(=O)[nH]c21
→ 1.9% | -4
> CCn1c(SCC(=O)C(C)(C)C)nnc1-c1ccccn1
→ 0.0% | 1
> COc1ccc(NS(=O)(=O)c2ccc(O)c(NC(=O)c3ccc(S(=O)(=O)N4CCCCCC4)cc3)c2)cc1
→ 0.8% | 7
> Cc1nc2cc(NC(=O)NC(C)(C)C)ccc2n1C
→ -0.4% | -9
> Cc1cc(=O)oc2cc(NC(=O)C3CCCC3)ccc12
→ 1.6% | -12
> COc1cccc(Nc2nnc(SCC(=O)N3CC(=O)Nc4ccccc43)s2)c1
→ -0.1% | x
> COc1ccc(-c2noc(-c3ccccc3C(=O)Nc3cccnc3)n2)cc1OC
→ 3.0% | x
> O=[N+]([O-])c1ccc(N2CCCC2)c2ncccc12
→ -2.8% | 4
> CCNc1nc(-c2cc3ccccc3o2)cs1
→ -2.2% | -13
> CCOC(=O)c1nnn(-c2ccccc2)c1C
→ 0.1% | x
> COCC(=O)N/N=C(\C)CC(=O)Nc1ccccc1C(N)=O
→ 1.5% | 21
> COCCCNC(=S)N1CCN(Cc2ccc3c(c2)OCO3)CC1
→ 2.5% | 8
> COc1ccc(CNC(=O)CCCn2nc(C)c([N+](=O)[O-])c2C)cc1OC
→ -2.2% | -8
> COC(=O)C1=C(C)NC(C)=C(C(=O)OC)C1c1ccc(-c2cc(Cl)ccc2Cl)o1
→ 1.0% | x
> CCCC(=O)Nc1cccc(-c2nc3ccccc3o2)c1
→ 1.9% | x
> O=C1/C(=C\c2ccccc2)C2OCC=C3CN4CCC56c7ccccc7N1C5C2C3CC46 (stereo not given)
→ -1.9% | 4
> CCCSc1nc2c(c(=O)n(C)c(=O)n2C)n1Cc1ccc(C)cc1
→ -0.7% | 52
> Cc1cccc(NC(=O)C2CC(O)CN2C(=O)OCc2ccccc2)c1 (stereo not given)
→ 3.8% | 0

Arranged by SMILES length (smallest number first): some entries from above
Second line of a record – GlmU inhibition | RmlCD inh 1536
> CCCCOc1ccc(NC(=O)Nc2nnc(C)s2)cc1
→ 3.7% | -7
> CSc1nnc(C)c(=O)n1COC(=O)COc1ccccc1
→ -2.9% | 4
> O=C(O)CC(NC(=O)Nc1ccccc1)c1ccc(OC2CCCC2)cc1 (stereo not given)
→ -1.8% | 10
> Cc1ccc(C(=O)CCC(=O)Nc2ccc(Cl)c(S(=O)(=O)Nc3cccc(Cl)c3)c2)cc1
→ -3.6% | x

New compounds follow:
Second line of a record – GlmU inhibition | RmlCD inh 1536
> CSc1nc2nc3c(cc2c(=O)n1-c1ccc(C)cc1)COC(C)(C)C3
→ 3.8% | 11
> CC(=O)C1=C(O)C(=O)N(c2cc(C(C)(C)C)on2)C1c1ccc(C(C)C)cc1 (stereo not given)
→ 2.6% | 2
> O=[N+]([O-])c1ccc(NC(=S)NCCc2ccccc2)cc1
→ 0.0% | 3
> Cc1ccc(CSc2nnc([C@@H]3CCCN3C(=O)OC(C)(C)C)o2)cc1
→ -0.4% | 6
> CN(Cc1cn(C)nc1-c1ccccc1F)C1CCOC1 (stereo not given)
→ -3.6% | 4
> O=C(COC(=O)c1ccc([N+](=O)[O-])s1)Nc1cccc(S(=O)(=O)NC2=NCCCCC2)c1
→ 2.4% | x
> CCC(c1ccccc1)c1nnc(NC(=O)c2ccco2)s1 (stereo not given)
→ 4.4% | -8
> O=C(N/C(=C\c1ccc([N+](=O)[O-])cc1)C(=O)N1CCOCC1)c1ccccc1
→ -2.7% | -8
> CNC(=O)/C(C#N)=C/c1cc(C)n(-c2ccc(N3CCOCC3)cc2)c1C
→ 3.1% | -5
> O=c1c(-c2nc3ccccc3s2)cccn1Cc1ccccc1
→ 1.9% | -9
> CCCC1(C(=O)OCC)NC(c2ccc(OC)cc2OC)C2C(=O)N(c3ccccc3)C(=O)C21 (stereo not given)
→ -2.8% | x
> Cc1ccc(C(=O)Nn2cnnc2)cc1S(=O)(=O)N1CCOCC1
→ 4.9% | x
> COc1ccc(/C=N\NC(=O)C2=NNC(=O)C2C)cc1 (stereo not given)
→ 1.3% | 18
> N#Cc1cn(CCOC(=O)c2cccc(C(F)(F)F)c2)c(=O)[nH]c1=O
→ 0.0% | 8
> OCC1OC(n2nc3ccccc3n2)C(O)C(O)C1O (stereo not given)
→ -2.9% | -3
> CCc1cc2ccc(C)cc2nc1SCC(=O)c1ccc(NC(C)=O)cc1
→ 2.4% | -4
> COc1cccc(/C=N/NC(=O)C(=O)NCc2cccnc2)c1OC
→ 5.1% | -10
> CCCC(=O)N1CCN(c2ccc(NC(=O)c3ccc(OCC)c([N+](=O)[O-])c3)cc2)CC1
→ x | -2
> CCOC(=O)c1c(NC(=O)CSC(=S)N2CCOCC2)sc(C)c1C
→ 4.7% | -4
> Cc1cccc2c1nc(-c1ccccc1)n1cnnc21
→ 2.9% | -10
> COc1ccc(C(=O)C2CCCN(Cc3cccn3-c3cccnc3)C2)cc1OC (stereo not given)
→ -0.4% | x
> O=C(Nc1ccc(-c2nc3ccccc3o2)cc1)c1ccc(N2C(=O)C3C4C=CC(C4)C3C2=O)cc1 (stereo not given)
→ -2.4% | -13
> COc1ccc2c(c1)c(/C=N/Nc1ccc(C(=O)O)cc1)c(C)n2C
→ 2.4% | -14
> COc1ccc(/C=N/OC(=O)Nc2ccccc2)cc1[N+](=O)[O-]
→ -5.0% | -10
> COc1c2c(cc3c1OCO3)CC[N+](C)=C2
→ 1.1% | 12
> CC(C)CC(=O)N1CCN(C(=O)c2ccco2)CC1
→ 4.9% | 5
> O=C(N/N=C/c1ccc(OCC(=O)N2CCCCC2)cc1)c1ccccc1O
→ 1.6% | 10
> CC1=C(C(=O)OC(C)C)C(c2ccc(N(C)C)cc2)C2=C(CC(C)(C)CC2=O)N1 (stereo not given)
→ -2.2% | 11
> CCCCNC(=O)CCC(=O)NNc1nc2ccccc2c2nc(-c3ccccc3)nn12
→ -4.5% | -9
> Cc1nnc(NNS(=O)(=O)c2ccc(Cl)cc2)[nH]c1=O
→ -1.9% | 6

As entered above.
CCN1C(=O)/C(=C\C(=O)c2cccs2)c2cc(Br)ccc21 in RmlCD inh 1536 has 4
O=C(O)CC(NC(=O)Nc1ccccc1)c1ccc(OC2CCCC2)cc1 (stereo not given) in GlmU inhibition has -1.8%

Next section.
Second line of a record – GlmU inhibition | RmlCD inh 1536
> Cc1ccc(NC(=O)CCC(=O)NNC(=O)COc2cccc3ccccc23)c(C)c1
→ 4.8% | x
> CCC(=O)Nc1nnc(-c2ccccn2)o1
→ -1.5% | -4
> CNCc1ccc(OCc2ccccc2)c(OC)c1
→ -1.2% | x
> Cc1ccc2[nH]c(=O)c(-c3noc(CC(C)C)n3)cc2c1
→ -2.1% | 5
> C/C(=N/NC(=O)c1cccs1)c1ccco1
→ 2.6% | -2
> CCC(=O)NC1(C(F)(F)F)C(=O)Nc2c1c(=O)n(C)c(=O)n2C (stereo not given)
→ 0.4% | 7
> COCCn1cc(C(=O)c2ccccc2OCC(=O)Nc2cc(C)on2)cc(C#N)c1=O
→ 25% | -1
> CCOc1cc(-c2cc(-c3ccc(OC)cc3)nc(N)c2C#N)ccc1O
→ 1.5% | x
> COc1ccc(N(CC(=O)NCc2ccccc2)C(=O)Cn2nnc(-c3ccccc3F)n2)cc1OC
→ 2.1% | x
> CC1CCCN(c2ccc(C(=O)OCn3nnc4ccccc4c3=O)cc2[N+](=O)[O-])C1 (stereo not given)
→ -4.5% | 13
> CNC(=O)c1cc2c(ccc3ccccc32)o1
→ 5.4% | -11
> Cc1ccc(Cn2cccc(NC(=O)NCc3ccccc3)c2=O)cc1
→ -2.8% | -10
> O=C(CSCC(=O)N1CCOCC1)Nc1ccccc1
→ 2.0% | -11
> CCSc1nc(C)c(CC)c(C)c1C(N)=O
→ 0.6% | x
> Oc1c(Cl)cc(Cl)c2c1NCCC2
→ x | 9
> Cc1ccc(NC(=O)COC(=O)c2ccc([N+](=O)[O-])o2)cc1S(=O)(=O)N1CCCCC1
→ -4.0% | 17
> CCc1nc2scc(-c3ccccc3)c2c(=O)n1N
→ -0.4% | x
> Cc1ccc(-n2c(C)n[nH]c2=S)cc1
→ 0.5% | x
> O=C1C(=O)N(CCO)C(c2cccc(F)c2)/C1=C(\O)c1ccc(Cl)cc1 (stereo not given)
→ x | -1
> O=C(Cn1nnc2ccccc2c1=O)N[C@@H](Cc1c[nH]c2ccccc12)C(=O)O
→ 3.3% | x
> CCOC(=O)COc1ccc2c(C)cc(=O)oc2c1C(=O)c1ccccc1
→ 2.6% | -8
> COc1ccc(C(=O)N2CCN(C(=O)c3ccc(-c4ccccc4)cc3)CC2)cc1OC
→ 9.7% | 9
> CNC(=O)c1csc(Cc2c(Cl)sc3ccc(Cl)cc23)n1
→ 6.3% | 7
> Cc1c(NC(=O)C2CCCN2S(=O)(=O)c2cccc3nsnc23)cccc1C(=O)O (stereo not given)
→ 0.1% | 3
